M. tuberculosis = growth inhibition of non-replicating M. tuberculosis (AID 488890) | Mycobacterium tuberculosis non-replicating, growth inhibition; higher % means a stronger effect | inhibition, % at 25 µM, or IC50 in µM where a hit was titrated | actives 0.39% (n = 320,000); in the data active = a potency from the dose series; inconclusive = inhibition mostly from about 82% at the one dose, without a potency; inactive = the rest, 99 in 100 with inhibition below about 76%;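 also: plate controls were DMSO cells for no effect and high antibiotic wells for full effect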
M. tuberculosis HTS = M. tuberculosis growth inhibition, HTS (AID 449762) | M. tuberculosis H37Rv growth inhibition, 7H9 media; higher % means a stronger effect | inhibition, % at 25 µM, or IC50 in µM where a hit was titrated | actives 0.59% (n = 330,000); in the data active = a potency from the dose series; inconclusive = inhibition above about 70% without an active follow-up result;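 also: bacterial growth assessed after seven days of incubation; strong numbers were not always called active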
influenza NS1A = NS1A inhibition, H1N1 influenza, cell based functional assay (AID 504329). NS1A functional cell-based assay, percent inhibition; higher % means a stronger effect. inhibition, % at 12.5 µM; hits with a dose series show IC50 in µM. actives 0.3% (n = 340,000); in the data active = a potency from the dose series; inconclusive = inhibition above about 27% without an active follow-up result; also: strong numbers were not always called active
VEEV TC-83 Vero = inhibitors of VEEV TC-83 cytopathic effect, confirmation, Vero cells (AID 588727). actives 0.13% (n = 350,000). Vero cells, VEEV TC-83 cytopathic effect inhibition; higher % means a stronger effect. one-dose inhibition, % at 20 µM; IC50 in µM for titrated hits; in the data active = a potency from the dose series; inconclusive = inhibition mostly from about 14% at the one dose, without a potency; inactive = the rest, 99 in 100 with inhibition below about 12%; also: strong numbers were not always called active
Salmonella PhoP GFP = PhoP regulon inhibitors, Salmonella typhi PhoP promoter GFP reporter, confirmatory (AID 1850). actives 0.33% (n = 310,000). inhibition, % at 50 µM; hits with a dose series show IC50 in µM. Salmonella Typhi PhoP-promoter GFP reporter, fluorescence, 4 h; higher % means a stronger effect; in the data active = a potency from the dose series; inconclusive = inhibition mostly from about 25% at the one dose, without a potency; inactive = the rest, 99 in 100 with inhibition below about 19%;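 also: 0% = induced wells with vehicle and 100% = uninduced wells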
An asterisk follows results filed as active.

The opening 3 records, ahead of the listing:
O=C(NCCCn1ccnc1)/C(=C\c1cccs1)NC(=O)c1ccccc1 was read as M. tuberculosis -23.8%, M. tuberculosis HTS 2.6%, influenza NS1A 4.2%, VEEV TC-83 Vero inactive and Salmonella PhoP GFP -1.0%.
`Cc1ccc[n+](CC(=O)c2cc3ccccc3oc2=O)c1` gave M. tuberculosis -1.6%, M. tuberculosis HTS -9.9%, influenza NS1A -9.2%, VEEV TC-83 Vero 0.8% and Salmonella PhoP GFP -3.4%.
Screening O=C(CNc1ccc(Br)cc1)Nc1ccc(S(=O)(=O)N2CCCC2)cc1 returned M. tuberculosis 41.4%, M. tuberculosis HTS 10.8%, influenza NS1A -12.1% and VEEV TC-83 Vero 2.5%.

Main list (from the top)
O=C(NCCCn1ccnc1)/C(=C\c1cccs1)NC(=O)c1ccccc1 was read as M. tuberculosis -23.8%, M. tuberculosis HTS 2.6%, influenza NS1A 4.2%, VEEV TC-83 Vero inactive and Salmonella PhoP GFP -1.0%.
`Cc1ccc[n+](CC(=O)c2cc3ccccc3oc2=O)c1` gave M. tuberculosis -1.6%, M. tuberculosis HTS -9.9%, influenza NS1A -9.2%, VEEV TC-83 Vero 0.8% and Salmonella PhoP GFP -3.4%.
Screening O=C(CNc1ccc(Br)cc1)Nc1ccc(S(=O)(=O)N2CCCC2)cc1 returned M. tuberculosis 41.4%, M. tuberculosis HTS 10.8%, influenza NS1A -12.1% and VEEV TC-83 Vero 2.5%.
COc1cc(-c2nnc(-c3cccnc3)o2)cc(OC)c1OC was read as M. tuberculosis 1.5%, M. tuberculosis HTS 3.0%, influenza NS1A 7.2%, VEEV TC-83 Vero 2.3% and Salmonella PhoP GFP -2.0%.
Screening CCOC(=O)c1cn(Cc2ccc(Cl)cc2Cl)c2cc(C)nn2c1=O returned M. tuberculosis -20.1%, M. tuberculosis HTS -10.3%, influenza NS1A 0.8%, VEEV TC-83 Vero inactive and Salmonella PhoP GFP 4.5%.
CCOC(=O)C1CCN(C(=O)Cc2ccc(-c3ccccc3)cc2)CC1 was read as M. tuberculosis 78.2%, M. tuberculosis HTS 63.5%, influenza NS1A -0.9%, VEEV TC-83 Vero 2.2% and Salmonella PhoP GFP 4.6%.
Screening COCCn1cc(C(=S)N2CCCCC2)c2ccccc21 returned M. tuberculosis 17.5%, M. tuberculosis HTS 5.2%, influenza NS1A -5.4%, VEEV TC-83 Vero 9.9% and Salmonella PhoP GFP 8.7%.
Screening COc1ccc(C2CC(O)(c3ccccc3)Oc3c(C)ccc(C)c32)cc1 (centres undefined) returned M. tuberculosis 3.5%, M. tuberculosis HTS 0.5%, influenza NS1A 4.0% and VEEV TC-83 Vero 4.0%.
`CC(=O)OCC(=O)Nc1ccc(C(C)=O)cc1` gave M. tuberculosis 8.1%, M. tuberculosis HTS 28.2%, influenza NS1A 11.3%, VEEV TC-83 Vero 0.6% and Salmonella PhoP GFP 16.9%.
CCOC(=O)C1CCCN(C/C(O)=C(\C#N)c2nc(-c3ccccc3)cs2)C1 (centres undefined) was read as M. tuberculosis 5.5%, M. tuberculosis HTS -13.3%, influenza NS1A 3.2%, VEEV TC-83 Vero inactive and Salmonella PhoP GFP 29.6%.
Screening CCC(C)[C@H](NC(=O)NCc1cccs1)C(=O)O (some centres undefined) returned M. tuberculosis -9.8%, M. tuberculosis HTS -7.0%, influenza NS1A 9.8%, VEEV TC-83 Vero 0.1% and Salmonella PhoP GFP -6.4%.
Screening N=c1c(C(=O)NC2CCCCC2)cc2c(=O)n3ccccc3nc2n1Cc1ccccc1 returned M. tuberculosis 45.7%, M. tuberculosis HTS 27.8%, influenza NS1A 4.8%, VEEV TC-83 Vero inactive and Salmonella PhoP GFP 17.4%.
`CNC(=O)N(O)C1N(/N=C/c2ccc(C)cc2)C(=S)SC1(C)C` (centres undefined) gave M. tuberculosis -12.4%, M. tuberculosis HTS -3.6%, influenza NS1A -2.2%, VEEV TC-83 Vero 0.8% and Salmonella PhoP GFP 3.4%.
`CCCSc1cc(N2CCOCC2)nc(-c2ccccc2Cl)n1` gave M. tuberculosis -1.6%, M. tuberculosis HTS 5.6%, influenza NS1A -18.9%, VEEV TC-83 Vero 0.6% and Salmonella PhoP GFP 5.7%.
`O=C(CSc1nnc(NC(=O)c2ccccc2[N+](=O)[O-])s1)NCC1CCCO1` (centres undefined) gave M. tuberculosis 2.7%, M. tuberculosis HTS 4.2%, influenza NS1A -4.8%, VEEV TC-83 Vero 1.3% and Salmonella PhoP GFP 3.3%.
For CCCCn1c(N)c(N(CCOC)C(=O)c2cc(-c3ccncc3)nc3ccccc23)c(=O)[nH]c1=O the results were M. tuberculosis 7.4%, M. tuberculosis HTS -3.3%, influenza NS1A -1.1%, VEEV TC-83 Vero 0.7% and Salmonella PhoP GFP -6.9%.
For C=CCNC(=O)c1c(N)n(CCN2CCOCC2)c2nc3ccccc3nc12 the results were M. tuberculosis -10.7%, M. tuberculosis HTS -1.2%, influenza NS1A -16.7%, VEEV TC-83 Vero 9.4% and Salmonella PhoP GFP 2.9%.
For C#Cc1ccc([C@@H]2C=C(C(=O)NC3CC3)O[C@H](OCC)[C@H]2CCCO)cc1 the results were M. tuberculosis -1.8%, M. tuberculosis HTS 1.6%, influenza NS1A -6.2%, VEEV TC-83 Vero 1.8% and Salmonella PhoP GFP -1.5%.
O=C(N=Nc1c(O)[nH]c2ccc(Br)cc12)c1ccccc1-n1cccc1 was read as M. tuberculosis 5.94µM*, M. tuberculosis HTS inconclusive, influenza NS1A 18.6%, VEEV TC-83 Vero inactive and Salmonella PhoP GFP -7.2%.
Screening CCN(CC)CCCn1c(SCC(=O)NCC2CCCO2)nc2ccccc2c1=O (centres undefined) returned influenza NS1A -0.6% and VEEV TC-83 Vero 0.2%.
For Cc1cc(S(=O)(=O)N(Cc2ccc(F)cc2)CC2CCCO2)ccc1-n1cnnn1 (centres undefined) the results were M. tuberculosis 5.0%, M. tuberculosis HTS 4.0%, influenza NS1A -2.0%, VEEV TC-83 Vero 0.4% and Salmonella PhoP GFP -3.1%.
For O=C(NCC(=O)N(c1ccccc1)C(C(=O)NC1CCCCC1)c1cccnc1)c1cccs1 (centres undefined) the results were M. tuberculosis -17.9%, M. tuberculosis HTS -2.4%, influenza NS1A 4.3%, VEEV TC-83 Vero 0.3% and Salmonella PhoP GFP -6.7%.
O=C(OCC(=O)N1CCCC1)c1ccco1 was read as M. tuberculosis -1.2%, M. tuberculosis HTS -5.3%, influenza NS1A -13.2%, VEEV TC-83 Vero 1.2% and Salmonella PhoP GFP -17.9%.
`COc1ccccc1NS(=O)(=O)c1cccc(C(=O)N/N=C(\C)c2ccc(-n3ccnc3)cc2)c1` gave M. tuberculosis 58.7%, M. tuberculosis HTS 1.7%, influenza NS1A 13.4%, VEEV TC-83 Vero 7.1% and Salmonella PhoP GFP 8.3%.
For CCOC(=O)c1c(C)[nH]c(C(=O)OCC(=O)Nc2cc(C)nn2-c2ccccc2)c1C the results were M. tuberculosis 15.2%, M. tuberculosis HTS 5.7%, influenza NS1A -5.4%, VEEV TC-83 Vero 8.5% and Salmonella PhoP GFP -9.7%.
O=c1[nH]c(-c2ccccn2)nc2sc(-c3ccccc3)cc12 was read as influenza NS1A 1.6% and VEEV TC-83 Vero 7µM*.
For Cc1nc(=O)c(-c2ccccc2)c(C)n1CC1CCCO1 (centres undefined) the results were M. tuberculosis 13.8%, M. tuberculosis HTS -3.6%, influenza NS1A -9.4%, VEEV TC-83 Vero 1.8% and Salmonella PhoP GFP 4.0%.
Screening O=C(NCCc1nnc2ccc(N3CCCC3)nn12)c1ccccc1 returned M. tuberculosis -3.4%, M. tuberculosis HTS -11.8%, influenza NS1A -10.9%, VEEV TC-83 Vero 5.3% and Salmonella PhoP GFP -9.7%.
Screening CC(=O)OCc1ccccc1Sc1ccccc1C(=O)NCc1ccccc1 returned M. tuberculosis 10.4%, M. tuberculosis HTS 3.5%, influenza NS1A -18.9%, VEEV TC-83 Vero 0.1% and Salmonella PhoP GFP 10.3%.
For Cc1cc(=O)cc(C)n1-c1ccc(O)cc1 the results were M. tuberculosis -2.5%, M. tuberculosis HTS -7.6%, influenza NS1A 8.0%, VEEV TC-83 Vero 3.5% and Salmonella PhoP GFP 4.2%.

The closing 2 entries of the part above come first, to join the parts:
Screening CC(=O)OCc1ccccc1Sc1ccccc1C(=O)NCc1ccccc1 returned M. tuberculosis 10.4%, M. tuberculosis HTS 3.5%, influenza NS1A -18.9%, VEEV TC-83 Vero 0.1% and Salmonella PhoP GFP 10.3%.
For Cc1cc(=O)cc(C)n1-c1ccc(O)cc1 the results were M. tuberculosis -2.5%, M. tuberculosis HTS -7.6%, influenza NS1A 8.0%, VEEV TC-83 Vero 3.5% and Salmonella PhoP GFP 4.2%.
Cc1cccc(C)c1NC(=O)CSCC(=O)c1ccc(O)c(O)c1 was read as M. tuberculosis 14.8%, M. tuberculosis HTS -5.6%, influenza NS1A 4.9%, VEEV TC-83 Vero inactive and Salmonella PhoP GFP -5.5%.
For CCC(C)[C@H](NC(=O)N1CC(=O)Nc2ccccc21)C(=O)N[C@H](Cc1ccccc1)C(=O)O (some centres undefined) the results were M. tuberculosis -9.1%, M. tuberculosis HTS -8.2%, influenza NS1A -0.5%, VEEV TC-83 Vero 0.6% and Salmonella PhoP GFP -4.4%.
CNC(=O)OCc1nc(SSC(C)(C)C)n(C)c1COC(=O)NC was read as influenza NS1A -19.5% and VEEV TC-83 Vero inconclusive.
Cn1c(SCC(=O)NC2CCS(=O)(=O)C2)nc2ccccc21 (centres undefined) was read as M. tuberculosis 6.4%, M. tuberculosis HTS 3.5%, influenza NS1A 4.7% and VEEV TC-83 Vero 0.3%.
`O=[N+]([O-])c1ccc(C2CNC(c3ccccc3)O2)cc1` (centres undefined) gave M. tuberculosis -17.1%, M. tuberculosis HTS -11.9%, influenza NS1A -0.9%, VEEV TC-83 Vero 0.7% and Salmonella PhoP GFP -5.7%.
O=C(Cc1cccc2ccccc12)N/N=C/c1ccc(Sc2cccc3cccnc23)o1 was read as M. tuberculosis 7.5%, M. tuberculosis HTS -9.8% and Salmonella PhoP GFP -5.0%.
For O=C(N1CCN=C1SCc1cccnc1)C12CC3CC(CC(C3)C1)C2 the results were M. tuberculosis 14.5%, M. tuberculosis HTS -6.5%, influenza NS1A 4.8%, VEEV TC-83 Vero 1.1% and Salmonella PhoP GFP 3.7%.
`CCCOc1ccc(/C=C/C(=O)N2CCN(c3ccccn3)CC2)cc1` gave M. tuberculosis 34.9%, M. tuberculosis HTS 14.6%, influenza NS1A -2.6%, VEEV TC-83 Vero 0.6% and Salmonella PhoP GFP 9.6%.
COc1cc(OC)cc(C(=O)NCC(=O)OCC(=O)N2c3ccccc3NC(=O)C2(C)C)c1 was read as M. tuberculosis -7.6%, M. tuberculosis HTS 5.1%, influenza NS1A 5.3%, VEEV TC-83 Vero inactive and Salmonella PhoP GFP 13.0%.
For COc1cccc(NC(=O)Cn2c(=O)n(-c3ccccc3)c(=O)c3oc4ccccc4c32)c1 the results were M. tuberculosis 6.6%, M. tuberculosis HTS -3.2%, influenza NS1A 21.4%, VEEV TC-83 Vero 1.8% and Salmonella PhoP GFP 1.3%.
Screening COc1cc(C#Cc2c(-c3cncn3C)n(C)c3ccc(-c4ccc(OC)nc4)cc23)cc(OC)c1 returned M. tuberculosis 69.6%, M. tuberculosis HTS inconclusive, influenza NS1A 15.4% and VEEV TC-83 Vero 0.8%.
Screening COc1ccc(C2N(c3ccccc3)C(=S)N3CCCN23)cc1 (centres undefined) returned M. tuberculosis -3.5%, M. tuberculosis HTS -2.3%, influenza NS1A 12.9%, VEEV TC-83 Vero inactive and Salmonella PhoP GFP -4.4%.
N#CC(c1ccccn1)(c1ncc(C(F)(F)F)cc1Cl)N1CCOCC1 (centres undefined) was read as M. tuberculosis 2.8%, M. tuberculosis HTS -0.6%, influenza NS1A 5.8%, VEEV TC-83 Vero 2.1% and Salmonella PhoP GFP -2.0%.
`COc1ccc(CCNC(=O)c2cc3ccccc3oc2=O)cc1` gave M. tuberculosis 66.7%, M. tuberculosis HTS -0.8%, influenza NS1A 2.8%, VEEV TC-83 Vero 0.5% and Salmonella PhoP GFP 9.6%.
For CCCc1nc(SCC(=O)N2CCCCCC2)c2c(=O)n(C)c(=O)n(C)c2n1 the results were M. tuberculosis 21.7%, M. tuberculosis HTS -2.5% and Salmonella PhoP GFP -0.4%.
For COc1cc(CNc2ccc(N3CCN(C(C)=O)CC3)cc2)ccc1OCc1ccccc1 the results were M. tuberculosis 26.9%, M. tuberculosis HTS 0.6%, influenza NS1A 11.5%, VEEV TC-83 Vero 1.2% and Salmonella PhoP GFP 31.4%.
For COc1ccccc1CNC(=O)C(=O)NCC1OCCCN1S(=O)(=O)c1cccs1 (centres undefined) the results were M. tuberculosis 3.2%, M. tuberculosis HTS 1.9%, influenza NS1A -10.7%, VEEV TC-83 Vero 1.6% and Salmonella PhoP GFP 1.1%.
